# Screens from PubChem BioAssay.
# FEN1 inhibitor – human FEN1 inhibition; P39748; Recombinant FEN1 flap cleavage, fluorescence, 15 min; Potency, µM (highest dose often 114 µM), for the others: top-dose activity change, negative = inhibition, actives largely listed as inhibitors; 390,000 compounds, 0.35% hits; AID 588795; further: nearly all actives have a fitted effect of over 65% in size
# Target sequence (P39748 whole entry, looked up): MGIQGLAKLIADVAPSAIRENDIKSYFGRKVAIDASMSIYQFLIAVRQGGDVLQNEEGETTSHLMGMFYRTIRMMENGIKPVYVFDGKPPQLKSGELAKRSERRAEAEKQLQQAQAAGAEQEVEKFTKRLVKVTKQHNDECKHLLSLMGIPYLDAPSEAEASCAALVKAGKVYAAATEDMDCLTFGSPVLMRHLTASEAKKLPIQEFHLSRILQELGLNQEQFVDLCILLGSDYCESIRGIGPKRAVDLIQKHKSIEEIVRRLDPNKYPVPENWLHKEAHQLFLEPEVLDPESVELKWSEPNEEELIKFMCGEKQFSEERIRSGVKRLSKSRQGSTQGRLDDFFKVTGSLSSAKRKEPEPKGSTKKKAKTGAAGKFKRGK
#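 Compounds are tested as a concentration series against 10 nM FEN1; after a 15 min room-temperature preincubation, 50 nM substrate starts cleavage, with plate reads at 0 and 15 min. Normalized responses are fitted by a Hill equation.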
# N370S GC mod – inhibits or activates N370S mutant glucocerebrosidase. P04062. N370S GC spleen homogenate, 4MU-glucoside fluorescence. Potency, µM (doses to about 59.4 µM), without a hit: top-dose activity change, negative = inhibition, actives largely listed as inhibitors. 330,000 compounds, 0.092% hits. AID 2101;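 further: 0% = full enzyme activity and -100% = no enzyme basal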
# KAT2A inh – GCN5L2 (KAT2A) acetyltransferase inhibition; AID 504327; GCN5L2 HAT assay, ThioGlo1 CoA-SH fluorescence; 390,000 compounds, 0.21% hits; Q92830; Potency, µM (top dose mostly 58.9 µM), without a hit: top-dose activity change, negative = inhibition, most hits filed as inhibitors
#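 GCN5L2 (20nM final) in 50mM HEPES, 0.1mM EDTA pH 7.5, 0.01% Tween-20 was preincubated 15 min at room temperature with compound, then given ThioGlo1 (50uM), H3(1-25) peptide (75uM) and acetyl-CoA (70uM); CoA-thiol fluorescence (Ex340/Em540) was read at 0 and 20 min.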
# The depositor's hits bear a star; ? = inconclusive; / = not tested or not shown; & = joins results of further samples; [ ] = another dose, or the depositor's remark. The call rests on the fitted dose curve; in most records, active means well fitted curve in the direction sought with a large enough effect; inconclusive means small, poorly fitted or top-dose-only effect, or another doubt; inactive means no such curve, though single readings can be large; an effect the other way counts as inactive or inconclusive. Unless noted, on the % scale 0 is the no-effect control and ±100 the full control effect; potency means the concentration at half of the fitted maximal effect.
item	canonical_smiles	KAT2A inh	FEN1 inhibitor	N370S GC mod
1	CC(=O)OCc1cc(=O)n(C)c(=O)n1C	-9%	-6%	4%
2	Cc1cc(C)n2nc(SCC(=O)Nc3ccc(F)cc3[N+](=O)[O-])nc2n1	-11%	5%	/
3	O=C(CN1CCCCCC1)NCCN1C(=O)S/C(=C\c2ccccc2Cl)C1=O	-2%	-3%	-8%
4	COc1ccccc1CNC(=O)c1cc2sccc2n1Cc1ccc(Cl)cc1	-4%	-10%	/
5	Cc1ccc(CCNC(=O)Cn2ccc3cc(S(=O)(=O)N4CCCC4)ccc32)cc1	-13%	-4%	26%
6	CCN1CCSc2ccc(C(=O)NCc3ccccc3Br)cc21	2%&-10%	-17%&-7%	?
7	O=C(Nc1c(C(=O)N2CCN(c3ccccc3)CC2)oc2ccccc12)c1ccco1	-2%	8%	/
8	Cc1cc(C)cc(NC(=O)Nc2c(Br)cnn2C)c1	-15%	9%	-11%
9	COc1ccc(-c2noc(C)c2-c2ccc3ccccc3n2)c(O)c1	-5%	-5%	3%
10	Cc1cccc(-n2ncc3c(Nc4c(C)cc(C)cc4C)ncnc32)c1	-7%	-2%	/
11	CCN(CC)S(=O)(=O)c1ccc(NC(=O)c2ccc(N3CCCC3=O)cc2)cc1	-6%	-6%	/
12	O=C1c2ccccc2-c2onc3c(N4CCN(CCO)CC4)cc(N4CCN(C(=O)c5ccco5)CC4)c1c23	-9%	45µM*	-20%
13	COc1ccccc1C(CNC(=O)CNC(=O)c1ccc(C)c(C)c1)N1CCCC1 (stereo not given)	3%	0%	/
14	CC1CCN(C(=O)CSc2nc(N)cc(N)n2)CC1	-4%	-4%	3%
15	Cc1ccc(C(=O)OCC(=O)NC(=O)c2ccccc2)o1	-8%	-2%	-2%
16	Cc1cc(=O)n2c(C(=O)Nc3ccc(C)c(C)c3)c(C(=O)Nc3ccccc3)sc2n1	-3%&-1%	-5%&-1%	-1%
17	CCOC(=O)c1sc2ncn(CC(=O)Nc3ccc(C)cc3C)c(=O)c2c1C	0%	-1%	/
18	Cc1cc2oc(=O)ccc2cc1[N+](=O)[O-]	4%	2%	3%
19	Cc1ccccc1NC(=O)CCC(=O)N1CC(C)Sc2ccccc21 (stereo not given)	-3%	3%	/
20	COc1ccc(N(CC(=O)Nc2cccc(C)c2)S(=O)(=O)c2c(C)noc2C)cc1	-4%	6%	-3%
21	O=C(NCc1ccccc1)NC(O)C(Cl)(Cl)Cl (stereo not given)	1%	-1%	2%
22	COC(=O)C1CCN(Cc2ccc(OCCCN3CCN(c4ccc([N+](=O)[O-])cc4)CC3)cc2)CC1	-24%	1%	-10%
23	O=C(/C=C/c1cccs1)N1CCC2(CC1)Oc1ccc(F)cc1C(=O)C21CC(c2ccc(Cl)cc2)=NO1 (stereo not given)	-7%	-5%	15%
24	O=C(C1CCCCN1S(=O)(=O)c1ccccc1)N1CCCCC1 (stereo not given)	-2%	-1%	?
25	O=C(NCc1ccc(Cl)cc1)c1ccc(NC(=O)C2CCCO2)cc1 (stereo not given)	-7%	2%	-2%
26	COc1ccc(CCNC(=O)c2cnc3sc(N4CCCCCC4)nn3c2=O)cc1	0%	17%	/
27	Cc1ccc(CSc2cc(C)[nH]c(=O)n2)cc1	?	36%	-3%
28	COc1ccc(CC(=O)NCc2ccc3c(c2)CCN3C(=O)c2ccc(Cl)cc2)cc1	-10%	-14%	/
29	CCCC/C(O)=N\S(=O)(=O)c1ccc(N=NN(C)C)cc1	1%	7%	6%
30	COCCOC(=O)c1c(NC(=O)CSc2cccc[n+]2[O-])sc(C(N)=O)c1C	-4%	-3%	-2%
31	Fc1cccc(CN2CCN3CCCC3C2C2CCCCC2)c1 (stereo not given)	-1%	1%	13%
32	O=C(CC1SC(N2CCCC2)=NC1=O)Nc1ccc(C(=O)Nc2ccccc2)cc1 (stereo not given)	2%	6%	-7%
33	O=C(O)c1cccc(N/N=C/c2cccnc2)c1	?	2%	-1%
34	CCC(C)(C)NC(=O)CN(C(=O)CCC(=O)Nc1nccs1)c1ccc2c(c1)OCCO2	2%	15%	-3%
35	CNC(=S)NCCc1ccc(OC)cc1	-5%	4%	10%
36	COc1ccccc1NC(=O)C1CCCN1C(=O)NC1CCCCC1 (stereo not given)	0%	14%	-1%
37	COc1ccc(OC)c(C(=O)CN2C(=O)N(c3cc(C)cc(C)c3)S(=O)(=O)c3ccccc32)c1	-9%	-3%	/
38	Cc1ccc2sc(N3CCN(C(=O)c4ccc([N+](=O)[O-])o4)CC3)nc2c1C	-2%	6%	-13%
39	CNS(=O)(=O)c1ccc(C(C)(C)C)cc1	2%	-3%	-1%
40	CCOC(=O)C1=C(C)Nc2sc(C(=O)c3ccc(Br)cc3)c(N)c2C1c1ccc(C(=O)OC)cc1 (stereo not given)	-20%	-4%	12%
41	CCCCNC(=O)Cn1c(=O)n(C)c2ccccc21	-7%	25%	3%
42	CNC(=O)CN(c1cc(C)ccc1OC)S(=O)(=O)c1ccc(C)cc1	-1%	-3%	-1%
43	CCOc1ccc(NC(=O)COC(=O)c2cc(=O)c3ccccc3o2)cc1	-4%	-6%	/
44	CC(=O)c1ccc(NC(=S)NC(C)c2ccc(Cl)cc2Cl)cc1 (stereo not given)	-8%	-16%	-7%
45	O=c1cc(-c2ccc([N+](=O)[O-])cc2)nc2cc(-c3ccc(Cl)cc3)[nH]n12	-2%	/	1%
46	CCS(=O)(=O)c1nc2ccccc2n1Cc1ccccn1	0%	6%	3%
47	CC(C)Sc1nc2ccc(N3C(=O)C4CCCCC4C3=O)cc2s1 (stereo not given)	-3%	-10%	-2%
48	CCCNC(=O)c1cnc(Sc2ncc(C(F)(F)F)cc2Cl)n1C	0%	0%	-2%
49	O=C(COc1ccc(Cl)cc1)NCc1cn2cc(Cl)ccc2n1	2%	-5%	-4%
50	CC(C)C(C)NC(=O)COc1ccc(OCc2ccccc2)cc1 (stereo not given)	-6%	7%	-3%
51	O=C(Cn1ncc2c3ccccc3n(Cc3ccc(F)cc3)c2c1=O)NC1CCCCCC1	-1%	-17%	/
52	COc1ccc(S(=O)(=O)c2c(O)c3ccc(C(=O)Nc4ccc(F)cc4F)cc3[nH]c2=O)cc1	-5%	-7%	-4%
53	Cc1ccc(C2=C(c3ccc([N+](=O)[O-])cc3)C(=O)OC2)cc1C	-9%	-9%	3%
54	CCOC(=O)N1CCN(Cc2nc(Cc3cccc(C(F)(F)F)c3)no2)CC1	-7%	2%	-7%
55	O=C1CN(C(=O)COC(=O)/C=C/c2ccc(F)cc2)c2ccccc2N1	-7%	-11%	/
56	CCN1C(=NCCCCO)N[C@@H](c2cccc(C(F)(F)F)c2)C(C(=O)OC)=C1C	-7%&-12%	0%	-3%&-12%
57	CC(=O)c1c(C)[nH]c(C(=O)NCc2ccc(C)cc2)c1C	3%	1%	21%
58	Cc1cccc(C)c1N(CC(=O)NCc1ccco1)C(=O)CNS(=O)(=O)c1ccc(F)cc1	-5%	-3%	-17%
59	N#C/C(=C\c1cccs1)C(=O)NCc1ccco1	-22%	-4%	-11%
60	COc1ccc(Cc2noc(CN(C)C3CC(C)(C)NC(C)(C)C3)n2)cc1OC	1%	-10%	3%

# Other compounds:
item	canonical_smiles	KAT2A inh	FEN1 inhibitor	N370S GC mod
61	CCC(=O)N1c2ccc(S(=O)(=O)CCC(=O)Nc3ccc(Br)c(C)c3)cc2CC1C (stereo not given)	-10%	1%	/
62	CCOc1ccc(-c2nonc2NC(=O)COc2ccccc2)cc1	-10%	3%	/
63	CCCCNC(=S)NNC(=O)c1cc(C2CC2)nc2ccccc12	1%	24%	-20%
64	CCc1cccc(C)c1NC(=O)c1cccc(N(C)C)c1	-28%	-3%	7%
65	CCN(CC)c1ccc(C2NCC(c3ccc([N+](=O)[O-])cc3)O2)cc1 (stereo not given)	3%	-5%	-1%
66	O=C(c1ccc(Cl)cc1)c1c[nH]cc1-c1ccccc1	-1%	1%	4%
67	O=C(Nc1ccc(S(=O)(=O)N2CCCCC2)cc1)C1CC(=O)N(c2ccccc2)C1 (stereo not given)	-3%	-16%	-2%
68	CCOc1cc(/C=N/NC(=O)c2ccccc2-n2cccc2)ccc1O	-4%	3%	/
69	CN(C)C=Nc1ccc(Cl)c(Cl)c1	2%	-19%	-2%
70	COc1ccc(-c2noc(-c3ccccc3C(=O)N3CCOCC3)n2)cc1	2%	3%	-21%
71	C=CCC1(CC=C)CCCN1C(=O)Cn1nnnc1CN(C)C(C)C	0%	-10%	-3%
72	CCCCn1cnc2c(cnn2-c2ccc(F)cc2)c1=O	0%	-6%	1%
73	Cc1nnc(SCC(=O)Nc2ncc(Cl)cc2Cl)n1Cc1ccccc1	-2%	8%	-1%
74	CCOc1ccc(-n2c(SCc3ccc(C#N)cc3)nnc2-c2cccnc2)cc1	0%	14%	-10%
75	CCCCNCC(=O)Nc1ccc(NC(=O)CNCCCC)cc1	-1%	2%	21%
76	CCOC(=O)C1CCCN(CC(=O)N(C)c2c(N)n(Cc3ccccc3)c(=O)[nH]c2=O)C1 (stereo not given)	-1%	-2%	/
77	Cc1ccc(S(=O)(=O)C(CCC(=O)c2ccc(Cl)cc2)C(N)=O)cc1 (stereo not given)	?	4%	-6%
78	CC1CCCC(NC(=O)c2ccc(F)c(S(=O)(=O)N3CCOCC3)c2)C1C (stereo not given)	-28%	35%[activator]	-3%
79	O=C(Nc1nnc(CCc2ccccc2)s1)c1cccc(F)c1	-1%	23%	-11%
80	CCc1n[nH]c2c1/C(=N/O)CCC2	-18%	-1%	5%
81	O=C(Nc1ccc(-c2nc3cc(Cl)ccc3o2)cc1)c1cc(Br)ccc1Cl	-4%	-2%	/
82	S=C(Nc1ccccc1)N1CCC(C2CCN(C(=S)Nc3ccccc3)CC2)CC1	4%	-8%	6%
83	O=C(CN1C(=O)NC2(CCCC2)C1=O)Nc1ccccc1-c1ccccc1	-21%	0%	-3%
84	COc1cccc(CN(C)C(=O)C2CCN(S(=O)(=O)c3cccs3)CC2)c1OC	3%	16%	/
85	Cc1ccc2c(CC(=O)OCc3csc(C)n3)coc2c1	-5%	-14%	1%
86	CCC1CCCCN1CCCNC(=O)Cn1nc(-c2ccccc2)ccc1=O (stereo not given)	3%	-4%	5%
87	Cc1ccc(CN2CC[C@H]3C=CCc4cccc(c43)C2)cc1	-1%	2%	/
88	Cc1cc(C)nc(NS(=O)(=O)c2ccc(NC(=O)c3ccccc3[N+](=O)[O-])cc2)n1	-13%	20%	-9%
89	CCCn1nnc(NC(=O)c2ccc(-c3ccccc3)cc2)n1	-1%	-2%	5%
90	CCOC(=O)c1ccc(CSc2nnc(N)s2)cc1	2%	-14%	13%
91	Cc1cc(NCCCn2ccnc2)n2nc(-c3ccc(F)cc3)cc2n1	0%	-18%	-8%
92	Cc1cc(-c2nc3cccnc3s2)ccc1NS(=O)(=O)c1cccs1	-18%	-19%	?
93	CCNc1nc(-c2ccc(Cl)cc2)cs1	-4%	-5%	8%

# Gathered by group, those above containing fluorine (14)
item	canonical_smiles	KAT2A inh	FEN1 inhibitor	N370S GC mod
2	Cc1cc(C)n2nc(SCC(=O)Nc3ccc(F)cc3[N+](=O)[O-])nc2n1	-11%	5%	/
23	O=C(/C=C/c1cccs1)N1CCC2(CC1)Oc1ccc(F)cc1C(=O)C21CC(c2ccc(Cl)cc2)=NO1 (stereo not given)	-7%	-5%	15%
31	Fc1cccc(CN2CCN3CCCC3C2C2CCCCC2)c1 (stereo not given)	-1%	1%	13%
48	CCCNC(=O)c1cnc(Sc2ncc(C(F)(F)F)cc2Cl)n1C	0%	0%	-2%
51	O=C(Cn1ncc2c3ccccc3n(Cc3ccc(F)cc3)c2c1=O)NC1CCCCCC1	-1%	-17%	/
52	COc1ccc(S(=O)(=O)c2c(O)c3ccc(C(=O)Nc4ccc(F)cc4F)cc3[nH]c2=O)cc1	-5%	-7%	-4%
54	CCOC(=O)N1CCN(Cc2nc(Cc3cccc(C(F)(F)F)c3)no2)CC1	-7%	2%	-7%
55	O=C1CN(C(=O)COC(=O)/C=C/c2ccc(F)cc2)c2ccccc2N1	-7%	-11%	/
56	CCN1C(=NCCCCO)N[C@@H](c2cccc(C(F)(F)F)c2)C(C(=O)OC)=C1C	-7%&-12%	0%	-3%&-12%
58	Cc1cccc(C)c1N(CC(=O)NCc1ccco1)C(=O)CNS(=O)(=O)c1ccc(F)cc1	-5%	-3%	-17%
72	CCCCn1cnc2c(cnn2-c2ccc(F)cc2)c1=O	0%	-6%	1%
78	CC1CCCC(NC(=O)c2ccc(F)c(S(=O)(=O)N3CCOCC3)c2)C1C (stereo not given)	-28%	35%[activator]	-3%
79	O=C(Nc1nnc(CCc2ccccc2)s1)c1cccc(F)c1	-1%	23%	-11%
91	Cc1cc(NCCCn2ccnc2)n2nc(-c3ccc(F)cc3)cc2n1	0%	-18%	-8%

# Reformatted field by field: part of the list above
(87) Cc1ccc(CN2CC[C@H]3C=CCc4cccc(c43)C2)cc1
  KAT2A inh = -1%; FEN1 inhibitor = 2%; N370S GC mod = /
(88) Cc1cc(C)nc(NS(=O)(=O)c2ccc(NC(=O)c3ccccc3[N+](=O)[O-])cc2)n1
  KAT2A inh = -13%; FEN1 inhibitor = 20%; N370S GC mod = -9%

# This is a subset (hit frequency here may not be typical).
